eIF4E-4G inh – blocks eIF4E binding to eIF4G; P63073+Q04637; TR-FRET eIF4E-eIF4GI(517-606) binding, 2 h; inhibition, % at 21.7 µM; 220,000 compounds, 0.37% hits; AID 782;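 also: 0% = full FRET control wells and 100% = background wells lacking eIF4GI fragment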
KCC2 mod – modulators of human KCC2 chloride dependent transport; Q9H2X9; KCC2 cells, thallium flux FluoZin-2 fluorescence; B-score of Tl+ flux slope (higher = more flux/activation; lower = inhibition) at 10 µM; 190,000 compounds, 2.2% hits;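 active = thallium flux slope and its plate-corrected score both differing from the plate sample mean at a set confidence after two filtering rounds, in either direction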;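 also: slope of fluorescence scaled to starting intensity during 10 to 20 s after thallium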
14-3-3 Bad inh – disrupts binding of bovine 14-3-3 zeta to phospho-Bad peptide; TR-FRET 14-3-3zeta/Dy647-pBad peptide displacement, 1 h; inhibition, % at 21.7 µM; AID 781; P63103; 220,000 compounds, 0.71% hits;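 active = inhibition above about 70%, limit read from the data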;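 also: 0% = full 14-3-3 plus peptide FRET controls and 100% = background without 14-3-3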
Furin inh – blocks human furin protease activity; P09958; purified furin, fluorogenic substrate cleavage; inhibition, % at 30 µM; 220,000 compounds, 0.061% hits; in the data active = inhibition above about 25%; also: inactives centre near -15
Target sequence (P09958 108-714 limits assumed): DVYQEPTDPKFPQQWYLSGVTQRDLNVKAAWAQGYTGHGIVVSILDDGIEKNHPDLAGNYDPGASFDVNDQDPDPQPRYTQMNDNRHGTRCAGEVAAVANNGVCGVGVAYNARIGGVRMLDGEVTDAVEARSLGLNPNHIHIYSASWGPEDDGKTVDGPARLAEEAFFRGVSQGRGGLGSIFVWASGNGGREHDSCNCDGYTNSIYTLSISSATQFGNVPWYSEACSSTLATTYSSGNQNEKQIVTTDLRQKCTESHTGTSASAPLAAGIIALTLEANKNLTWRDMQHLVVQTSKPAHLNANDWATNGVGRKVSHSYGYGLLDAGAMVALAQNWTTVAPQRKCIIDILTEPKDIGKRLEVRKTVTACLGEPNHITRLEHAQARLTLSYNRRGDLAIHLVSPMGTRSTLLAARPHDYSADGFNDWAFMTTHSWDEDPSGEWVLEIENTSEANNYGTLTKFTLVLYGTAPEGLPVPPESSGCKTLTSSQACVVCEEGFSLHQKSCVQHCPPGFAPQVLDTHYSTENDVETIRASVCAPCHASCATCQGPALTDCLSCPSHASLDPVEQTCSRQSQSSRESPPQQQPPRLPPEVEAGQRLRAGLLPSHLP
NCF1 inh – blocks human p47phox regulatory protein of NADPH oxidases. p47phox/p22phox peptide binding, fluorescence polarization, 2 h. inhibition, % at 24.7 µM. 220,000 compounds, 0.53% hits;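 also: 0% = p47phox with labelled peptide and 100% = labelled peptide alone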
Target sequence (P14598 whole entry, looked up): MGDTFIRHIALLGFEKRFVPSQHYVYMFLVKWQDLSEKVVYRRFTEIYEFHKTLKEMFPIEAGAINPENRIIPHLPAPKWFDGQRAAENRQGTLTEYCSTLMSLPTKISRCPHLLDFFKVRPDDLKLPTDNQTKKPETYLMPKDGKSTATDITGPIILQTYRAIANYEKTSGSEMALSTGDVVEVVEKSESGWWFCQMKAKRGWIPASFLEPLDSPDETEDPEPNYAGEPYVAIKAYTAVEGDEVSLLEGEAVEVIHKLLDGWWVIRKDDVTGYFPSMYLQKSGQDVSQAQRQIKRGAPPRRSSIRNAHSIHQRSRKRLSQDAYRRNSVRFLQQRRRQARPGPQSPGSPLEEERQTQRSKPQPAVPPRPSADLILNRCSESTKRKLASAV
KLK5 inh – kallikrein 5 (human) inhibition; recombinant hK5, fluorogenic AMC substrate cleavage; Q9Y337; 210,000 compounds, 0.59% hits; inhibition, % at 5 µM;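 active = inhibition of 40% or more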;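 also: 0% = enzyme controls without compound and 100% = no-enzyme blanks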
EBV gp42 block – inhibitors of Epstein-Barr virus glycoprotein 42; AID 1085; Fluorescence polarization binding assay, mP read-out; 220,000 compounds, 0.42% hits; inhibition, % (tested at 21.74 µM); in the data active = inhibition above about 50%
Rad51 HR inh – Rad51 (human) homologous recombination inhibition; 200,000 compounds, 0.085% hits; hRad51 DNA strand exchange, fluorescence dequenching; Q06609; inhibition, % at 10 µM;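 active = inhibition above 40% at the single screening dose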;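 also: 0% = DMSO control wells and 100% = blanks with heterologous ssDNA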
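Test system: preformed human Rad51 ssDNA filaments; also added: Donor/quencher-labelled 47-bp dsDNA substrate; doses: 10 µM final, single point; times: 37 °C 15-min filament assembly, 30-min compound preincubation, 15-min exchange; detection: FRET fluorescence dequenching, excitation 485 nm, emission 520 nm; read-out basis: Fluorescence-based percent inhibition, control- and blank-normalised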
thrombin 1536 – blocks human thrombin protease activity; AID 1046; 220,000 compounds, 0.26% hits; P00734; alpha-thrombin, Boc-VPR-AMC fluorogenic substrate cleavage; inhibition, % at 5 µM;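 active = inhibition at or above 40%; inactive = inhibition below 40%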;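 also: 0% = enzyme with no compound and 100% = wells without enzyme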
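Material: Human alpha-thrombin protein | Buffer or medium: pH 7.5 Tris-saline with Tween 20 | Reagent: Boc-VPR-AMC substrate, 15 µM final | Schedule: Reaction at ambient temperature | Detection: AMC fluorescence at 355 nm excitation and 460 nm emission | Evaluation: Percent inhibition scaled between no-compound controls and no-enzyme blanks | Controls: no-compound enzyme wells and no-enzyme blanks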
* hit, by the source's call; . = not tested or not shown; [ ] = dose if it differs, or a comment.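 The calls were made as follows, unless noted: active = inhibition above about 30% (limit read from the data); inactive = the rest.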

SMILES,Furin inh,eIF4E-4G inh,NCF1 inh,EBV gp42 block,thrombin 1536,KLK5 inh,14-3-3 Bad inh,Rad51 HR inh,KCC2 mod
O=C(/C=C/c1ccc2ccccc2n1)N1CCN(S(=O)(=O)c2ccccc2F)CC1,-14,-3,-20,-20,4,2,-6,-2,-1.6
Cc1ccc(OCC(=O)Nc2cccc(-c3nnc(-c4ccccc4)o3)c2)c(C)c1,-16[20 µM],-1[fluorescence artefact?],-15,-5,2,-6,1[fluorescence artefact?],-4,.
CC(=O)C(Sc1ccc2nnc(-c3ccc(C)cc3)n2n1)C(C)=O,-24,-2,-5,-13,-6,-2,7,-1,0.46
CCn1c(COc2cccc(OC)c2)nnc1SCC(=O)Nc1cccc(OC)c1,-15,-2,-5,-10,0,-1,-10,6,-0.017
COCCCNC(=O)CCC(=O)NNc1nc2ccccc2c2nc(-c3ccccc3)nn12,-8,-5,1,-18,5,-45,15,-10,0.22
COc1ccc(-c2nc(C(F)(F)F)c(OC)o2)cc1OC,-22,2[fluorescence artefact?],-8,-11,0,-21,-15,6,0.31
Cc1cc(-c2nn(-c3ccccc3F)cc2CN2CCCC(C(N)=O)C2)c(C)s1 (centres undefined),-28,2,-5,-9,-1,-1,-7,3,1
O=C(NCCN1C(=O)C2C3C=CC(C3)C2C1=O)N1CCOCC1 (centres undefined),-3,4,-10,3,2,-2,8,2,0.51
O=C(O)c1nc(-c2ccccc2)n(-c2ccccc2)n1,-21,2[fluorescence artefact?],-3,-3,-2,-10,-1[fluorescence artefact?],.,-0.034
O=C(Nc1cccc(S(=O)(=O)NC2=NCCCCC2)c1)c1cc(-c2ccco2)nc2ccccc12,-3,35*,-20,40,-7,14,41,-17,-0.018
CCCc1c(C)nn(-c2ncccc2[N+](=O)[O-])c1C,-25,-3,-10,-2,4,-16,-13,9,0.0038
O=C(COc1ccc(-c2ccccc2)cc1)N1CCCC1,-4,-4,2,-3,9,-2,-15,0,-0.18
COC(=O)Nc1nnc(SCc2ccc(C)cc2)s1,-11[20 µM],1,-6,-19,-2,-1,0,-3,-1.2
Cc1cc(C(=O)COC(=O)c2cc(Cl)ccc2N)c(C)n1Cc1ccco1,-19,6,-35,-10,1,-26,-23[fluorescence artefact?],5,0.38
COc1ccc(-c2nnn3c2nc(NCc2ccccc2)c2ccccc23)cc1,-19,-3,-2,-4,-8,-10,-5,-5,-0.068
Cc1cc(Nc2ccc(F)cc2F)n2nc(C)nc2n1,-33,0,-10,-9,-6,-7,4,-3,1.5
Cc1ccc(-c2cc(C(=O)N3CCN(c4ccc(F)cc4)CC3)c3ccccc3n2)o1,1[20 µM],.,-10,-6,5,2,.,-16,-0.81
Cc1ccc(NC(=S)N(CCCN(C)C)Cc2cc3cc4c(cc3[nH]c2=O)OCO4)c(C)c1,-17,2,-6,-4,-5,4,10,-9,-0.097
COc1ccc(OC)c(S(=O)(=O)NCCC2=CCCCC2)c1,-11[20 µM],5,-5,-8,-7,-3,4,4,.
Cc1cccc(/C(N)=N/OC(=O)c2ccccc2Cl)c1,-28,-1,-14,-17,2,4,-6,-13,-1
O=C1C2CCCCC2C(=O)N1c1ccc(NC2CCN(Cc3ccccc3)CC2)c([N+](=O)[O-])c1 (centres undefined),-13,-6,-7,-18,-2,-4,-2,.,-8.5*
O=C(Nc1ccccc1Sc1ccccc1)C1CCCO1 (centres undefined),-11[20 µM],8,-15,-15,4,0,3,4,1.3
O=C(Nc1ncc(C(F)(F)F)cc1Cl)c1ccc(S(=O)(=O)N2CCOCC2)cc1,-13,-2,2,5,-9,-7,-7,2,1.1
Cc1c(C=O)c2ccccn2c1C(=O)c1ccccc1,-10[20 µM],-2,-12,-12,2,3,13,-5,.
O=c1cc2c(nn1Cc1cccc([N+](=O)[O-])c1)-c1ccccc1CC2,-13,5,-3,10,-4,-5,-3,11,-0.35
Cc1ccc(-n2c(Cc3ccccc3)n[nH]c2=S)c(C)c1,-22,0,-5,2,2,-3,-9,34,-0.96
Cc1nc(-c2ccccc2)sc1C(=O)CSc1ccc(Cl)cc1,-20[20 µM],-10,-14,-3,9,-11,-2,-3,.
CC(=O)Nc1ccccc1OC(C)C(=O)N1CCC(C)CC1 (centres undefined),-25,-1,-16,-6,-3,20,-4,-12,0.39
CC(C)C[C@H](NC(=O)c1nc[nH]c1C(=O)N[C@@H](CCCCNC(=O)OC(C)(C)C)C(=O)OC(C)(C)C)C(=O)OC(C)(C)C,-20,0,5,-7,-1,1,-3,8,-0.089
CC(C)C(=O)N=C1SC2CS(=O)(=O)CC2N1Cc1ccccc1 (centres undefined),-3,-2,-12,1,-8,-13,2,-5,0.92
C/C(CC(=O)Nc1ccc(OCc2ccccc2)cc1)=N\NC(=O)C(=O)Nc1ccccc1C,-14[20 µM],-23,-13,-19,4,-16,-2,20,.
CC(=O)c1ccc(NC(=O)C(C)N(C)CC(=O)Nc2ccccc2Cl)cc1 (centres undefined),-3,4,9,-3,-9,-2,14,4,-2.4
COc1ccccc1/C=C/C=N/NC(=O)c1cnccn1,9,-2,1,-6,-8,2,-2,2,-0.81
COC(=O)C1=C(C)N(C2CCCCC2)C(=O)/C1=C\c1cccs1,-4,-3,3,22,-4,-11,-4,12,1.1
N#Cc1ccc(NC(=O)COC(=O)CCNS(=O)(=O)c2ccccc2)cc1,-15,0,-3,-1,-9,-16,-11[fluorescence artefact?],6,-0.78
Cc1cc(C)c(NC(=O)COC(=O)C2CCC(=O)N2)c(C)c1 (centres undefined),-18,1,-15,-8,20,33,-1,-1,0.86
Cc1ccc(C(C(=O)NC2CCCC2)N(Cc2cccs2)C(=O)c2csnn2)o1 (centres undefined),-19[20 µM],-2,-18,-19,5,-4,8,0,0.028
C[C@@H]1C=C(C(=O)O)O[C@H](OCc2ccc(CO)cc2)C1,-13,2,.,-8,-8,-6,-1,6,0.49
c1ccc2[nH]c(SCc3ccc(-c4nnco4)cc3)nc2c1,-28,0[fluorescence artefact?],-5,-3,-3,-11,4,-2,-0.22
CC(=O)Nc1cccc(-n2nnc(SCC(N)=O)n2)c1,1,2,-14,-17,0,4,0,15,0.99

Three entries from above, with two lines to a compound:
Order of values – Furin inh	eIF4E-4G inh	NCF1 inh	EBV gp42 block	thrombin 1536	KLK5 inh	14-3-3 Bad inh	Rad51 HR inh	KCC2 mod
> Cc1ccc(C(C(=O)NC2CCCC2)N(Cc2cccs2)C(=O)c2csnn2)o1 (centres undefined)
→ -19[20 µM]	-2	-18	-19	5	-4	8	0	0.028
> C[C@@H]1C=C(C(=O)O)O[C@H](OCc2ccc(CO)cc2)C1
→ -13	2	.	-8	-8	-6	-1	6	0.49
> c1ccc2[nH]c(SCc3ccc(-c4nnco4)cc3)nc2c1
→ -28	0[fluorescence artefact?]	-5	-3	-3	-11	4	-2	-0.22

(next part)
SMILES,Furin inh,eIF4E-4G inh,NCF1 inh,EBV gp42 block,thrombin 1536,KLK5 inh,14-3-3 Bad inh,Rad51 HR inh,KCC2 mod
CCSc1nc(-c2ccc(OC)cc2)n(-c2nc3ccccc3s2)n1,-21[20 µM],3,-2,4,-6,-3,5,2,0.2
Brc1ccc2c(c1)CNc1c(ncnc1N1CCOCC1)O2,-15,-10[fluorescence artefact?],1,-8,-8,-30,-12[fluorescence artefact?],1,-1.5
O=Cc1ccc2noc(-c3ccc(F)cc3)c2c1,-14[20 µM],3,-10,151*,-1,15,13[fluorescence artefact?],-1,-0.93
CCOC(=O)Nc1ccc(S(=O)(=O)N2CCC(C)CC2)cc1,-25,3,-22,-18,4,-5,-5,6,0.36
CSc1ccc(-c2nc(CSCC(=O)N3CCOCC3)c(C)o2)cc1,-15,2,0,5,1,-2,0[fluorescence artefact?],-7,.
CCC(CC)C(=O)NCc1ccccc1OC,-21,-4,-5,-7,-4,-9,-1[fluorescence artefact?],1,1.1
CC(O)c1cccc(NC(=O)Cc2cccc3ccccc23)c1 (centres undefined),-18,-5,1,2,0,-1,13,31,0.24
CCc1ccc(Nc2nnc(SCn3nnc4ccccc4c3=O)s2)cc1,-8[20 µM],-3[fluorescence artefact?],-17,2,0,3,3,8,.
Cc1cnc(C(=O)Nc2nnc(C(C)C)s2)cn1,-16[20 µM],0,-3,-5,0,-36,8,1,-0.023
O=C(CN1CCCCC1)N=Nc1c(O)[nH]c2ccccc12,-20,1,0,-19,2,4,-13,.,.
Cc1cccc(-n2ncc3c(NC4CCCCC4)ncnc32)c1,-40,6,1,4,0,1,8,0,0.4
Cc1sc2nc(C3CC3)nc(SCC(=O)N3c4ccccc4CC3C)c2c1C (centres undefined),-7,3,-25,-22,-18,0,5,-3,.
COc1ccc(NC(=O)c2ccccc2Sc2ccc(NC(C)=O)nc2)cc1,-22,3,-7,-4,-4,0,24,-1,1
COc1ccc(CNC(=O)CSCc2cccc(Cl)c2)cc1,-18,3,2,-15,-4,-10,-1,6,-0.85
Cc1cccc(Cn2nnc3c2C(=O)c2ccccc2C3=O)c1,-20[20 µM],-3,2,-4,0,-5,1,1,1.4
COc1cc(/C=N/NC(=O)c2cncc(Br)c2)ccc1OC(=O)c1ccc2c(c1)OCO2,-11[20 µM],-19,-84,-9,-6,-3,15[fluorescence artefact?],1,0.41
O=C(Nc1ccccn1)c1ccc(Cl)c([N+](=O)[O-])c1,-22,-2,-7,-2,-12,-4,8,5,-0.21
Cc1ccsc1/C=N/N1CCOCC1,-8,-3,-4,3,-12,-4,-5,5,0.63
O=C(c1cc(Cl)nc2ccccc12)N1CCCCC1,-24,-2,-1,-22,-8,-13,10,1,.
COc1cccc(-n2nnc3c(=O)n(Cc4ccccc4Cl)cnc32)c1,28*[20 µM],4,0,-16,0,0,-3,0,-0.98
CC(C)N1C(=O)C2C(C(=O)NC3CCCCC3)C3C=CC2(O3)C1C(=O)NC1CCCC1 (centres undefined),-8[20 µM],2[fluorescence artefact?],-4,-20,-5,6,1[fluorescence artefact?],3,-0.42
O=C(O)CN(c1ccccc1)C1SC(=O)NC1=O (centres undefined),-16[20 µM],1,-8,-11,-3,-14,11,0,0.0046
Cc1ccc(Cn2cccc2/C=C2/C(=N)N3C=CSC3=NC2=O)cc1,12,4[fluorescence artefact?],19,-8,1,-2,19[fluorescence artefact?],24,2.2
O=C(NCC1(c2ccccc2)CCOCC1)c1cccs1,-21,-8,5,4,4,-14,-2,6,-0.23
O=C(O)c1c(N2CCCCC2)ccc([N+](=O)[O-])c1N1CCCCC1,-10,7,-8,-10,-1,-4,9,8,-0.51
CC1=C(C(=O)OC(C)C)C(c2cccc(F)c2)n2ncnc2N1 (centres undefined),-19,0[fluorescence artefact?],-3,-8,-2,-9,-2[fluorescence artefact?],7,-0.031
CCNC(=S)N(CCc1ccc(S(N)(=O)=O)cc1)C1CC(=O)N(c2ccccc2)C1=O (centres undefined),-29,-3,-9,5,-10,-3,-10,1,.
COc1cccc(C(=O)NCC(=O)OCC(=O)C(C)(C)C)c1,-13,-6,-7,-25,-1,-3,11[fluorescence artefact?],2,0.68
